# Bioassay records as filed in PubChem.
# NPSR antagonist: qHTS Assay for Antagonists of the Neuropeptide S Receptor: cAMP Signal Transduction; Q6W5P4; CHO-NPSR cells, cAMP TR-FRET, antagonist mode; 1% of 220,000 active; Potency, µM (top dose mostly 38.3 µM), for the others: top-dose activity change, negative = inhibition, usual class: inhibitors; AID 1461, 2008; note: potency is the fitted concentration of half-maximal effect; % is set by controls: 0 for no effect and ±100 for the full control effect; nearly all actives have a fitted effect of over 50% in size; many of its hits are not listed in these tables
# Target sequence (Q6W5P4 whole entry, looked up): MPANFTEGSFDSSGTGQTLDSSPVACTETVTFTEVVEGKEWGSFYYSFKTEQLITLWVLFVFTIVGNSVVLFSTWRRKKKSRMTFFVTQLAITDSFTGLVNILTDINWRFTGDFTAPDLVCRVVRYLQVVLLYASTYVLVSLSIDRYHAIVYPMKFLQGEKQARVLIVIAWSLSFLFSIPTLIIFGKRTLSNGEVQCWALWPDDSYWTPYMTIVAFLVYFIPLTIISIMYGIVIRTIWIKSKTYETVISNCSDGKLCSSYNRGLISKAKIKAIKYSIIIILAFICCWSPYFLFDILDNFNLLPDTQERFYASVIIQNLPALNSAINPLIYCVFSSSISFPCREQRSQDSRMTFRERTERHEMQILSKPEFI
# IMPase Li cell: qHTS Assay for Identifying the Cell-Membrane Permeable IMPase Inhibitors: Potentiation with Lithium. CHO-M1 cells, IP1 TR-FRET (IP-One), carbachol + lithium. Potency, µM (top dose mostly 59.4 µM), for inactives: at the highest dose activity, negative = IMPase inhibition, most hits filed as inhibitors. 0.35% of 210,000 active;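 note: IP1 builds up when IMPase is blocked and the TR-FRET signal falls; potency is the fitted concentration of half-maximal effect; plate controls were basal vehicle for no effect and high inhibitor control for full effect; nearly all actives have a fitted effect of over 50% in size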
#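 CHO cells stably expressing M1 receptor (2000/well) were cultured 16–30 h, then exposed to compounds with a small lithium addition for 30 min at 37C. IP1 was measured by TR-FRET competition; AC50 from Hill fits.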
# Epigenetic derep: Quantitative High-Throughput Screen for Regulators of Epigenetic Control. murine LDR cells, GFP reporter derepression, 30 h. Potency, µM (doses to about 53.9 µM), for inactives: top-dose GFP activation, usual class: activators. 0.2% of 280,000 active. AID 1865, 2009; note: potency is the fitted concentration of half-maximal effect; % of control where 0% means no effect; nearly all actives have a fitted effect of over 60% in size
#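 Derepression of a silenced CMV-GFP reporter in murine LDR cells is scored by enumerating GFP-positive cells with a laser-scanning microplate cytometer after 30 hours of treatment at 37 C.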
# aGal spleen mod: qHTS Assay for Inhibitors and Activators of Human alpha-Galactosidase From Spleen Homogenate. Alpha-galactosidase A (Homo sapiens), P06280. human spleen homogenate, 4MU-alpha-Gal fluorescence, 40 min. Potency, µM (doses to about 80 µM), inactives show at the highest dose activity change, negative = inhibition, hits mostly inhibitors. 0.008% of 240,000 active. AID 2107, 2009;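 note: potency is the fitted concentration of half-maximal effect; 0% = enzyme with vehicle and -100% = no enzyme basal signal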
# Target sequence (P06280 32-429 limits assumed): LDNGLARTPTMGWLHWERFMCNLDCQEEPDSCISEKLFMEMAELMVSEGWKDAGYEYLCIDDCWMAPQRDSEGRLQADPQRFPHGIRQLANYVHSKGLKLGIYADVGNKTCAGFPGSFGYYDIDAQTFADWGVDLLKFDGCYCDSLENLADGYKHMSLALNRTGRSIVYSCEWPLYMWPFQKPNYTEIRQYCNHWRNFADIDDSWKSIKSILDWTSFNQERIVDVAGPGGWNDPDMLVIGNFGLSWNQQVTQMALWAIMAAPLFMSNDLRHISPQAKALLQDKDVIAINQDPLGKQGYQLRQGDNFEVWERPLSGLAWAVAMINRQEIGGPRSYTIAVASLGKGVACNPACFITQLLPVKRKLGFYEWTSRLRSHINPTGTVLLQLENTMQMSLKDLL
#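 Spleen homogenate 1 ug + cpd (titration) + 4-MU-alpha-D-galactopyranoside 1 mM; 37C 40 min; 50 mM citrate/phosphate pH 5.0, 0.01% Tween-20; stop pH 10; fluorescence 365/440; AC50 via Hill.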
# Luc counter: Counterscreen for Luciferase (Kinase-Glo TM) Inhibition | Kinase-Glo luciferase, ATP luminescence, 8 min | AID 1379, 2008 | 0.28% of 200,000 active | Luciferin 4-monooxygenase (Photuris pensylvanica), Q27757 | Potency, µM (doses to about 38.3 µM), for the others: at the highest dose activity change, negative = inhibition, most hits filed as inhibitors; note: potency is the fitted concentration of half-maximal effect; % is set by controls: 0 for no effect and ±100 for the full control effect; nearly all actives have a fitted effect of over 60% in size
#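 Kinase-Glo luciferase light output from ATP and luciferin was measured with 10 uM ATP, within the enzyme's linear range. Buffer: 50 mM imidazole pH 7.2, 50 mM KCl, 7 mM MgCl2, 0.01% Tween 20, 0.05% BSA; luminescence read after 8 min at ambient temperature.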
# Lamin A splicing: qHTS Assay for Modulators of Lamin A Splicing. HeLa LMNA splicing GFP/RFP minigene ratio, 48 h. Potency, µM (top dose mostly 46.1 µM), for inactives: at the highest dose ratio change, negative = inhibition, hits mostly inhibitors. 0.01% of 200,000 active. AID 1487, 2009; active = well fitted inhibition curve with a large enough effect in the signal ratio, with a control signal flat, not every such curve was filed as active; inconclusive = small, poorly fitted or top-dose-only effect, or effect the other way, or a change in a side signal; the % refers to the signal ratio; note: potency is the fitted concentration of half-maximal effect; % is set by controls: 0 for no effect and ±100 for the full control effect
#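 S3 HeLa stable clones carrying a lamin A-EGFP splicing minigene plus DsRed2 were seeded at 600 cells/well in Opti-MEM with 2% FBS, pin-dosed and incubated 48 h at 37°C. Acumen cytometry (488 nm) gave the GFP/RFP total-intensity ratio.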
# CBFb RUNX1 block: qHTS Assay for Compounds Blocking the Interaction Between CBF-beta and RUNX1 for the Treatment of Acute Myeloid Leukemia; Runt-related transcription factor 1 (Homo sapiens) + Core-binding factor subunit beta …; AlphaScreen CBFb-His/RUNX1-biotin binding, biochemical; Potency, µM (top dose mostly 59.8 µM), for inactives: at the top dose activity, negative = inhibition, hits mostly inhibitors; 230,000 tested, under 10 active; AID 1477, 2009; note: % of control where 0% means no effect
#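 His-tagged CBF-beta and biotinylated RUNX1 (30 nM each) were premixed 20 min at room temperature, exposed to compound for 15 min, then given nickel-chelate and streptavidin AlphaScreen beads (50 ng each). After 90 min, AlphaScreen signal was read.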
# * marks the source's active call; other numbers are inactive results; ? = inconclusive; nt = no result given; & = joins results of further samples; [ ] = another dose, or the depositor's remark. Unless noted, calls come from the whole dose curve; as a rule, active = well fitted curve in the direction sought with a large enough effect; inconclusive = small, poorly fitted or top-dose-only effect, or another doubt; inactive = no such curve, though single readings can be large; an effect the other way counts as inactive or inconclusive. These rows are one share of the data (hit frequency here may not be typical).
no.	Molecule	Lamin A splicing	IMPase Li cell	NPSR antagonist	Luc counter	aGal spleen mod	Epigenetic derep	CBFb RUNX1 block
1	O=C(NNC(=S)Nc1ccccc1)c1ccc2ncccc2c1	nt	15%	-12%	1%	-1%	-0.1%	6%
2	CN1CCN(CCCc2c3c(cc4c2CCC4)CCC3)CC1	-9%	12%	17%	1%	-16%	-2.2%	?
3	COc1ccc(C/C(N)=N/OC(=O)COc2ccccc2C)cc1	15%	-5%	8%	-4%	-7%	0.0%	?
4	CCOc1ncccc1C(=O)Nc1ccc(F)c(F)c1	nt	-5%	-2%	1%	1%	-3.1%	10%
5	CC[C@@H]1C(c2ccc(F)cc2)=NN(c2ccc(Br)cc2)[C@H]1C(=O)N1CCOC1=O	nt	6%	nt	2%[39.9 µM]	9%	2.2%	?
6	O=C(NCc1cccs1)c1cc2c(s1)CCCC2	3%	22%[38.3 µM]	-3%[46.1 µM]	-7%	6%	0.0%	11%
7	CCN(CC(O)Cn1c2ccccc2c2ccccc21)S(=O)(=O)c1ccc(F)cc1 (centres undefined)	?	-1%[38.3 µM]	-23%[46.1 µM]	2%	11%	-0.1%	13%
8	NC(=O)c1cnn(-c2ccc3ccccc3c2)c1N	?	11%	2%	-1%	-1%	-0.1%	3%
9	COc1ccc(C(=O)O/N=C(\N)Cc2ccc(Cl)c(Cl)c2)cc1OC	?	3%	-14%[46.1 µM]	3%	-6%	0.0%	5%
10	CCOc1ccccc1Nc1nc(-c2sc(NC(=O)c3ccc([N+](=O)[O-])cc3)nc2C)cs1	?	11%[38.3 µM]	-10%[46.1 µM]	-3%	-5%	0.0%	-22%
11	CCOC(=O)c1ccc(-n2c(CN(CC)CC)nc3ccc([N+](=O)[O-])cc3c2=O)cc1	?	3%	-24%	9%	2%	-1.3%	-9%
12	Cc1nnc(NC(=O)CCn2cnc3ccccc3c2=O)s1	0%[46 µM]	-6%	-10%	-1%	-3%	-0.3%	-2%
13	COc1cccc(NC(=O)C2CCCN2C(=O)OCc2ccccc2)c1 (centres undefined)	5%	18%[38.3 µM]	?	-2%	-5%	0.0%	8%
14	Cc1ccccc1-n1c(C)cc(/C=C(\C#N)C(=O)NCC2CCCO2)c1C (centres undefined)	?	11%	-5%	-2%	-5%	1.5%	3%
15	CC(C)C(=O)N1CCN(c2ccc(NC(=O)c3ccc4c(c3)OCCO4)cc2Cl)CC1	?	50%[activator][38.3 µM]	?	-3%	-4%	-1.0%	0%
16	CN(C(=O)CSc1nnnn1-c1ccccc1)C1CCS(=O)(=O)C1 (centres undefined)	-20%[46 µM]	0%	4%	3%	3%	-0.4%	9%
17	CC(C)Cn1c(N2CCN(C(=O)c3cccs3)CC2)nc2ccccc21	-8%	nt	-19%[46.1 µM]	nt	1%	?	7%
18	Cc1ccccc1SCC(=O)N1CCN(c2ccc(C(F)(F)F)cn2)CC1	?	9%	-12%	0%	1%	0.0%	-1%
19	C[C@H](CO)NC(=O)[C@@H]1C[C@H]1[C@@H](NP(=O)(c1ccccc1)c1ccccc1)c1ccccc1	-4%	4%&-4%	-11%	0%&-2%	-4%&3%	0.9%&2.2%	?
20	O=S(=O)(NCC1CCCO1)c1ccc(Cl)c(C(F)(F)F)c1 (centres undefined)	2%	15%[38.3 µM]	-2%[46.1 µM]	3%	2%	0.0%	4%
21	COC(=O)Cc1[nH]nc2c1C1(CCSCC1)C(C#N)=C(N)O2	-2%	26%[38.3 µM]	-11%[46.1 µM]	6%	4%	-1.1%	4%
22	Oc1c(C(c2cccs2)N2CCN(c3ccccc3)CC2)sc2ncnn12 (centres undefined)	-3%	0%	-3%[46.1 µM]	0%	16%	-1.0%	0%
23	C[C@@H]1CN(CCCn2c3ccccc3c3ccccc32)C[C@H](C)N1	nt	13%	-11%	2%	1%&0%	0.0%&-0.3%	14%
24	CCN(C(=O)COC(=O)c1n[nH]c2ccccc12)C1CCS(=O)(=O)C1 (centres undefined)	?	-3%	17%	-3%	2%	0.0%	0%
25	COc1ccccc1N1CCN(CC(O)COc2cccc3ccccc23)CC1 (centres undefined)	?	8%&13%&24%	-34%	-1%&-5%	-5%&1%&7%&-12%	-4.0%&-1.2%&0.8%&4.2%	-20%&5%&12%&-8%
26	CCNc1cc2oc(=O)c(CN3CCOCC3)c(C)c2cc1C	4%	-29%[38.3 µM]	-6%[46.1 µM]	-2%	?	0.0%	3%
27	COC(=O)CNC(=O)c1ccc(NS(=O)(=O)c2cc([N+](=O)[O-])ccc2Cl)cc1	nt	nt	-3%	nt	-1%	1.1%	5%
28	COc1ccccc1OCCSc1ncnc2nc[nH]c12	-11%	13%[38.3 µM]	-3%[46.1 µM]	-3%	-5%	0.0%	4%
29	COc1cccc(C(C)NC(=O)Nc2ccccc2Cl)c1 (centres undefined)	nt	-8%	-6%	2%	14%	13%	-14%
30	CC1(C)C(=O)NC2=C1C(=O)C(=O)c1ccccc12	nt	89%[activator]	nt	-5%	6%&-6%	0.8%	-21%[21.7 µM]

# Compound profiles, from the list above. Values in the order: Lamin A splicing, IMPase Li cell, NPSR antagonist, Luc counter, aGal spleen mod, Epigenetic derep, CBFb RUNX1 block
# Entry for COc1ccccc1OCCSc1ncnc2nc[nH]c12 = -11%, 13%[38.3 µM], -3%[46.1 µM], -3%, -5%, 0.0%, 4%
# Entry for CCOc1ncccc1C(=O)Nc1ccc(F)c(F)c1 = nt, -5%, -2%, 1%, 1%, -3.1%, 10%
# Entry for O=S(=O)(NCC1CCCO1)c1ccc(Cl)c(C(F)(F)F)c1 (centres undefined) = 2%, 15%[38.3 µM], -2%[46.1 µM], 3%, 2%, 0.0%, 4%

# Carrying on.
no.	Molecule	Lamin A splicing	IMPase Li cell	NPSR antagonist	Luc counter	aGal spleen mod	Epigenetic derep	CBFb RUNX1 block
31	CCc1c(C)nc(SCC(=O)N2CCN(c3ccccc3)CC2)[nH]c1=O	nt	3%	-6%	4%	1%	-2.3%	1%
32	c1ccc(CNc2cc(-c3ccoc3)ncn2)cc1	?	13%	nt	nt	-8%	nt	nt
33	COC(=O)c1sccc1NC(=O)c1ccc(Br)s1	-1%	?	?	-2%	-10%	-0.7%	-1%
34	CN(C)c1ccc(NC(=O)c2sc(SCC(=O)Nc3nccs3)nc2N)cc1	-16%	42%[activator][38.3 µM]	?	-5%	0%	-1.0%	?
35	O=S(=O)(NCC1OCCc2ccccc21)c1ccccc1 (centres undefined)	14%	18%[38.3 µM]	6%[46.1 µM]	-4%	6%	-1.0%	2%
36	c1ccc2[nH]c(CN3CCCCC3)nc2c1	-10%	21%[38.3 µM]	5%[46.1 µM]	-3%	6%	0.0%	2%
37	COC(=O)c1sc2nc(SCC(=O)N(C)c3ccccc3)n(N)c(=O)c2c1C	nt	-9%	-18%	nt	9%	0.0%	-2%
38	Cc1c(C(=O)O)c(=S)sn1CCOc1ccccc1	-10%	20%[38.3 µM]	-3%[46.1 µM]	0%	-2%	-2.1%	7%
39	COc1ccc(C2C3=C(CC(C)(C)CC3=O)Oc3ncn(CCO)c(=N)c32)cc1OC (centres undefined)	8%	20%[38.3 µM]	-4%[46.1 µM]	-3%	-2%	1.5%	0%
40	Cc1c(Cl)cnc(NC(=O)COC(=O)c2ccc(S(=O)(=O)NCc3ccco3)cc2)c1Cl	-1%	-3%	2%	1%	-4%	-1.0%	-29%
41	Cc1ccc(C(=O)Nn2c(N)c(S(=O)(=O)c3ccc(C)cc3)c3nc4ccccc4nc32)cc1	12%	27%[38.3 µM]	-21%[46.1 µM]	-5%	8%	-7.4%	9%
42	Clc1ccc(-c2nc3ccccn3c2CN2CCCCC2)cc1	nt	4%	-42%	-3%	-9%	1.1%	16%
43	Cc1cccc(OCC(=O)NCC(=O)n2nc(C)cc2C)c1	0%	-2%[38.3 µM]	-6%[46.1 µM]	-1%	11%	-1.0%	-4%
44	CCc1ccc(Nc2c([N+](=O)[O-])c(=O)oc3ccccc23)cc1	nt	nt	8%	nt	6%	3.7%	-3%
45	Cn1c(CN2CCN(CC#N)CC2)c(C#N)c2ccccc21	3%	6%[38.3 µM]	-10%[46.1 µM]	-3%	-15%	-1.0%	-1%
46	Cc1ccccc1NC(=S)Nc1ccc2[nH]c(=O)[nH]c2c1	nt	nt	-15%	nt	3%	-0.3%	5%
47	N#C/C(=C(/O)c1ccc([N+](=O)[O-])cc1)c1nnc2n1CCCCC2	-16%[46 µM]	-5%	-2%	4%	-4%	-4.8%	0%
48	O=C(CSc1nc2ccccc2c(=O)[nH]1)c1cccs1	?	-7%[38.3 µM]	-2%[46.1 µM]	1%	-3%	-0.9%	-3%
49	NC(=O)Nc1cccc2ccccc12	7%	-2%	9%	-1%	6%	0.9%	1%
50	CCn1c(=O)c2c3c(sc2n2cnnc12)CCC3	6%	-3%[38.3 µM]	1%[46.1 µM]	-7%	-11%	-1.3%	-1%

# Given with values under each structure: 5 of the compounds above.
# Values run as follows: Lamin A splicing	IMPase Li cell	NPSR antagonist	Luc counter	aGal spleen mod	Epigenetic derep	CBFb RUNX1 block
40) Cc1c(Cl)cnc(NC(=O)COC(=O)c2ccc(S(=O)(=O)NCc3ccco3)cc2)c1Cl
→ -1%	-3%	2%	1%	-4%	-1.0%	-29%
41) Cc1ccc(C(=O)Nn2c(N)c(S(=O)(=O)c3ccc(C)cc3)c3nc4ccccc4nc32)cc1
→ 12%	27%[38.3 µM]	-21%[46.1 µM]	-5%	8%	-7.4%	9%
42) Clc1ccc(-c2nc3ccccn3c2CN2CCCCC2)cc1
→ nt	4%	-42%	-3%	-9%	1.1%	16%
43) Cc1cccc(OCC(=O)NCC(=O)n2nc(C)cc2C)c1
→ 0%	-2%[38.3 µM]	-6%[46.1 µM]	-1%	11%	-1.0%	-4%
44) CCc1ccc(Nc2c([N+](=O)[O-])c(=O)oc3ccccc23)cc1
→ nt	nt	8%	nt	6%	3.7%	-3%
